MT1-MMP act inh – blocks activation of human MT1-MMP; GFP/RFP ratio change, % at 20 µM; 0.061% of 360,000 active; HT1080 RFP-PRO-GFP cells, GFP/RFP ratio fluorescence, overnight; percent of plate control window, DMSO zero;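 active means GFP/RFP ratio change of at least 30% with cell ATP level not reduced by more than half and red fluorescence within 50% of control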; further: strong numbers were not always called active
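system = RFP-PRO-GFP reporter HT1080 cells | dosing = 20 µM single dose, 1% DMSO | timing = overnight cell settling, then overnight compound exposure, 37 °C, 5% CO2 | read-out basis = GFP/RFP fluorescence ratio | controls = DMSO and RFP-L50D-GFP cell wells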
CSN deneddyl inh – inhibitors of human CSN-mediated cullin deneddylation; inhibition, % at 12.5 µM; 0.38% of 360,000 active; Purified CSN, SCF-Nedd8-OG deneddylation, fluorescence polarization; AID 651999; Q92905;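 active means pattern-corrected inhibition above about 35%, with an unprinted fluorescence ratio check between 0.5 and 1.5, limit read from the data, passing the limit was not always enough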;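 further: 0% = enzyme with substrate and 100% = substrate without enzyme; some results filed as inactive read as strong as hits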
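assay system = purified human Csn5 enzyme expressed in HEK293T cells | amount = 0.24 nM enzyme | buffer or medium = Tris/NaCl/DTT buffer, pH 7.5 | reagent = 10 nM SCFSkp2-Nedd8OG | compound = one concentration, 12.5 µM, 0.25% DMSO | times = 90 min reaction at room temperature | signal = FP | read-out basis = % inhibition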
MLLE-PAM2 inh – inhibitors of microRNA-mediated deadenylation, human PABP1 MLLE binding. P11940. GST-MLLE / FITC-PAM2 fluorescence polarization. inhibition, % at 20 µM. 0.36% of 360,000 active. AID 588489; in the data active means inhibition above about 35%, passing the limit was not always enough;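 further: plate controls were DMSO wells with GST-MLLE for no effect and wells lacking GST-MLLE protein for full effect; some results filed as inactive read as strong as hits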
Target sequence (P11940 whole entry, looked up): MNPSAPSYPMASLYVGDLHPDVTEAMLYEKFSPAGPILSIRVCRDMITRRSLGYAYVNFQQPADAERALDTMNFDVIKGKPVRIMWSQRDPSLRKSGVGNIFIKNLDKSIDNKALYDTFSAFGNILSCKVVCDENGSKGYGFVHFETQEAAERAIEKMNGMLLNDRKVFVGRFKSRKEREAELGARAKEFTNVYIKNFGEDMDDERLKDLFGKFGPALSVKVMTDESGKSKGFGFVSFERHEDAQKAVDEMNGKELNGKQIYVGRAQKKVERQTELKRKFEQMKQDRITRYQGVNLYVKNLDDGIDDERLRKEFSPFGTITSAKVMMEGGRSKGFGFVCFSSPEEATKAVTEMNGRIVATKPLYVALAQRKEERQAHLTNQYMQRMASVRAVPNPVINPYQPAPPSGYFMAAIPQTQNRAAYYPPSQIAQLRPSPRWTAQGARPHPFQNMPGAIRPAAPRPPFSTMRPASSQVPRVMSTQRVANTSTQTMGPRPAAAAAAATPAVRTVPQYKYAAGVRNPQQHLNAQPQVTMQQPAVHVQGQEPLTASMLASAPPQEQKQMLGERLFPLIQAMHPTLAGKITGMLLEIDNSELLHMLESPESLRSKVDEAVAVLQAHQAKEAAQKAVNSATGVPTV
Rin1 Abl inh – human Rin1-Abl interaction inhibition; 0.4% of 360,000 active; TR-FRET Rin1/Abl binding, biochemical; inhibition, % at 7.35 µM; in the data active means inhibition above about 5%, passing the limit was not always enough
bovine MsrA act – activators of bovine methionine sulfoxide reductase A. 0.3% of 360,000 active. activation, % at 10.6 µM. AID 602163. purified bovine MsrA, absorbance read-out; in the data active means activation above about 7.5%;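 further: 0% = vehicle and 100% = reference activator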
Rpn11 inh – Rpn11 (human) deubiquitinase inhibition. calls only at 20 µM. human 26S proteasome, Ub4-pepOG fluorescence polarization; 20S core pre-blocked with epoxomicin. O00487. AID 588493. 0.59% of 360,000 active;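 active means inhibition at 20 µM, scaled to each plate's controls, above about 33%, limit read from the data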
Target sequence (O00487 whole entry, looked up): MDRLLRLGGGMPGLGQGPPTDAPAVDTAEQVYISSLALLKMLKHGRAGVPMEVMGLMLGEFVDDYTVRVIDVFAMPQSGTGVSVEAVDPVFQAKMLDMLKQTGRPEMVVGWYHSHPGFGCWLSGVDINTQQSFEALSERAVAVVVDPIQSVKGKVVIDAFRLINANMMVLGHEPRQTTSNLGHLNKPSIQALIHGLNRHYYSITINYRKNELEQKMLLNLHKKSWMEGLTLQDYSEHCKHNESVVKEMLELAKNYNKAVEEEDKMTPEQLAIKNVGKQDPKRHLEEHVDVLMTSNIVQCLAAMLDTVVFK
MsrA inhibitor – inhibitors of bovine MsrA | 0.75% of 360,000 active | purified bovine MsrA, absorbance read-out | inhibition, % at 15.5 µM | AID 651718; in the data active means inhibition above about 4.5%;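 further: 0% = vehicle wells with enzyme and 100% = reference inhibitor wells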
E coli Lon inh – E. coli protease La inhibition | P0A9M0 | purified E. coli Lon protease, fluorescence polarization | inhibition, % at 7.94 µM | 0.42% of 360,000 active; in the data active means inhibition above about 13%, passing the limit was not always enough;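 further: 0% = enzyme with probe and DMSO and 100% = no enzyme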
FAS-TE inh – inhibitors of human fatty acid synthase thioesterase domain. P49327. recombinant FAS-TE, OMFH fluorogenic substrate, fluorescence endpoint. inhibition, % at 15 µM. 0.67% of 360,000 active. AID 602261;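 active means compounds whose normalised, plate-corrected inhibition of enzyme fluorescence in the single-dose primary screen is 50% or more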;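 further: 0% = DMSO with enzyme and 100% = substrate without enzyme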
An asterisk follows results filed as active; i = inactive; x = not tested or not shown.

SMILES | MT1-MMP act inh | CSN deneddyl inh | MLLE-PAM2 inh | Rin1 Abl inh | bovine MsrA act | Rpn11 inh | MsrA inhibitor | E coli Lon inh | FAS-TE inh
CCCCN(CCCC)CCCNC(=O)CN1C(=O)COc2ccc(S(=O)(=O)N3CCC(C)CC3)cc21 | -3.0 | 1.6 | 10.1 | 4.3 | -1.1 | i | -0.8 | -11.5 | 0.1
N#CC1=C2N=C(N)c3ccccc3N2C2=C(C(=O)CCC2)C1c1ccc(F)cc1 (stereo not given) | -4.7 | 1.1 | -10.2 | 0.6 | -5.2 | i | 2.3 | 3.3 | 7.5
CS(=O)(=O)N(Cc1ccc(C(=O)Nc2ccccc2Sc2ccccc2)cc1)c1ccccc1 | -5.3 | -0.1 | -4.0 | -0.1 | -4.4 | i | 0.8 | -1.2 | 27.1
CC1CCN(CC(=O)N2CC(=O)Nc3ccccc32)CC1 | 0.9 | 7.8 | 4.3 | -2.8 | 0.0 | i | 0.3 | -3.1 | -8.9
Cn1cc(-c2nc3ccccc3[nH]2)c2ccccc21 | 6.6 | 2.6 | -6.0 | -3.8 | -5.1 | i | 2.3 | -3.9 | 0.0
CN(C)CC1C2CCC(C2)C1O (stereo not given) | -0.5 | -1.0 | 7.1 | 1.4 | -2.5 | i | -0.9 | 11.4 | -4.3
Cc1cc(NC(=O)C(C)SCC(=O)Nc2ccccc2C(C)(C)C)no1 (stereo not given) | -1.1 | -4.2 | -3.9 | -0.4 | -3.4 | i | 0.4 | -1.9 | -5.2
COc1ccc(C2SCC(=O)N2c2nc3ccccc3s2)cc1 (stereo not given) | -0.8 | -3.1 | 8.0 | -1.9 | 0.9 | i | 1.6 | -1.6 | 17.4
Cc1cccc(C(C)C)c1NC(=O)C1CN(S(=O)(=O)c2ccccc2)CCN1S(=O)(=O)c1ccccc1 (stereo not given) | -0.6 | 3.9 | -3.3 | 0.8 | 0.4 | i | -0.1 | -9.4 | 42.7
CSCC[C@H](NC(=O)OC(C)(C)C)C(=O)NCC1CCC(C(=O)N[C@@H](Cc2ccccc2)C(=O)O)CC1 (stereo not given in full) | -2.1 | -4.0 | 7.6 | 3.1 | -2.3 | i | 0.0 | -3.4 | -8.2
CCOc1ccc(NCC(=O)Nc2ccc(C)cc2C)cc1 | 3.5 | -1.4 | -2.4 | 1.4 | -3.3 | i | -0.6 | -18.9 | -5.2
O=C(c1ccccc1)c1nc2ccccc2[nH]c1=O | 0.7 | 3.2 | -14.3 | -2.3 | -2.6 | i | 0.9 | -5.0 | -4.3
C=CCN(c1ccc(F)cc1)S(=O)(=O)c1cc(C(=O)NC2CC2)ccc1Cl | 4.5 | 6.7 | 6.3 | 3.6 | -2.4 | i | 1.0 | -2.8 | 0.3
Cc1c(Cl)cnc(NC(=O)COC(=O)c2ccc(S(=O)(=O)NCc3ccco3)cc2)c1Cl | -7.2 | 0.9 | 10.6 | 0.9 | -2.5 | i | 2.3 | -8.3 | 6.5
COc1ccc(C2NS(=O)(=O)OCC2C)cc1 (stereo not given) | 1.4 | -0.7 | -6.2 | -0.4 | -3.0 | i | x | -3.6 | -11.7
COc1ccc(CN(C)S(=O)(=O)c2c(C)noc2C)cc1OC | 5.0 | -0.5 | 7.2 | -1.2 | -5.9 | i | 0.2 | 0.6 | 0.8
CCOCCn1c(N2CCCC2)nc2c1c(=O)n(C)c(=O)n2C | -2.6 | -1.9 | -5.6 | 1.5 | -4.4 | i | 1.1 | -15.3 | -2.5
CCCN1CCC(Oc2cccc(C(=O)NCCc3ccccc3)c2)CC1 | -6.1 | 2.0 | 4.0 | -4.2 | 0.0 | i | -0.2 | -5.0 | -3.9
CCCCCN(C(=O)CCC(=O)OCC(=O)N(CC)c1ccccc1)c1c(N)n(CCCC)c(=O)[nH]c1=O | -2.6 | 4.2 | -7.5 | -0.2 | -3.3 | i | 1.3 | -8.7 | -9.4
O=C(N/N=C/c1cccnc1)c1[nH]ncc1Br | -1.6 | -9.0 | -6.1 | 1.5 | 3.1 | i | 1.3 | 4.5 | -8.6
CC(C)=C(NC(=O)c1ccccc1)C(=O)N1CCOCC1 | 2.9 | 6.0 | -6.8 | -1.3 | -6.0 | i | -1.0 | -9.0 | -10.7
O=C(COC(=O)c1ccccc1Sc1ccc(C(F)(F)F)cc1[N+](=O)[O-])NC(=O)NC1CCCC1 | -3.6 | -4.1 | -17.4 | 0.2 | -1.5 | i | -0.2 | -8.7 | 45.2
CCOC(=O)CN1CCc2c(C)nc3c(-c4ccc(OC)c(OC)c4)cnn3c21 | 4.6 | 2.3 | -7.1 | -1.7 | -3.0 | i | 1.1 | -5.6 | 7.9
CCCN1CCN(C(=O)c2ccc3nc(CC)c(CC)nc3c2)CC1 | 0.9 | -2.4 | 0.6 | 0.1 | -2.0 | i | 1.8 | -4.5 | -4.9
COc1ccccc1N=CC=C1OC(C)(C)C(C)(C)O1 | -3.2 | -2.8 | 5.8 | -1.4 | -2.3 | i | -0.5 | 3.1 | 3.6

Fetched one by one from the list above (three):
SMILES | MT1-MMP act inh | CSN deneddyl inh | MLLE-PAM2 inh | Rin1 Abl inh | bovine MsrA act | Rpn11 inh | MsrA inhibitor | E coli Lon inh | FAS-TE inh
O=C(c1ccccc1)c1nc2ccccc2[nH]c1=O | 0.7 | 3.2 | -14.3 | -2.3 | -2.6 | i | 0.9 | -5.0 | -4.3
N#CC1=C2N=C(N)c3ccccc3N2C2=C(C(=O)CCC2)C1c1ccc(F)cc1 (stereo not given) | -4.7 | 1.1 | -10.2 | 0.6 | -5.2 | i | 2.3 | 3.3 | 7.5
CCCN1CCN(C(=O)c2ccc3nc(CC)c(CC)nc3c2)CC1 | 0.9 | -2.4 | 0.6 | 0.1 | -2.0 | i | 1.8 | -4.5 | -4.9

Some entries already given, limited to E coli Lon inh, CSN deneddyl inh and Rin1 Abl inh.
molecule	E coli Lon inh	CSN deneddyl inh	Rin1 Abl inh
COc1ccc(C2NS(=O)(=O)OCC2C)cc1 (stereo not given)	-3.6	-0.7	-0.4
COc1ccc(CN(C)S(=O)(=O)c2c(C)noc2C)cc1OC	0.6	-0.5	-1.2

Additional entries follow:
SMILES | MT1-MMP act inh | CSN deneddyl inh | MLLE-PAM2 inh | Rin1 Abl inh | bovine MsrA act | Rpn11 inh | MsrA inhibitor | E coli Lon inh | FAS-TE inh
O=C(Nc1nnc(C2CC2)s1)C1CC(=O)N(c2ccc3c(c2)OCCO3)C1 (stereo not given) | 2.9 | 7.3 | -14.4 | -1.1 | -2.3 | i | 0.5 | -0.4 | -7.7
Cc1ccc(C)c(N(C)C(=O)COc2cc(=O)n(C)c3ccccc23)c1 | 4.7 | 2.1 | -13.5 | -2.8 | -2.8 | i | 0.9 | 3.8 | -1.3
O=c1c2ccccc2[nH]c(=S)n1CCCN1CCC(Cc2ccccc2)CC1 | -0.4 | 3.9 | -130.2 | 2.7 | -1.5 | i | 0.3 | -9.1 | 1.2
COc1ccc2[nH]c(=O)c(C3c4cc(OC)c(OC)cc4CCN3C(=O)c3ccco3)cc2c1 (stereo not given) | -0.1 | 4.1 | 11.4 | -0.2 | -5.2 | i | 1.5 | -2.5 | -4.1
O=C1NC[C@@H](CCCCN2C[C@H](Cc3ccccc3)N(CCC3CCCCC3)C(=O)C2=O)N(CCc2ccccc2)C1=O | 0.2 | -1.1 | x | x | 1.2 | x | 0.4 | -8.1 | 11.6
CC(C)CNc1nnnc2c1sc1nc(N3CCOCC3)c3c(c12)CC(C)(C)SC3 | -18.4 | -5.2 | -2.6 | -1.3 | -2.8 | i | 1.2 | 1.9 | 27.2
CCCc1[nH]nc2c1C(c1ccc(OC)c(Cn3nnc4ccccc43)c1)C(C#N)=C(N)O2 (stereo not given) | 0.3 | -2.0 | 9.3 | -0.9 | -3.6 | i | x | -0.3 | 0.4
Cc1ccc([N+](=O)[O-])cc1NC(=O)Cc1ccc(F)cc1 | 3.8 | -4.4 | 9.5 | -0.1 | -6.2 | i | -0.6 | -3.1 | 44.5
COc1ccc(NC(=S)N/N=C/c2cccn2Cc2ccccc2F)cc1 | -1.5 | -0.2 | 14.4 | -4.0 | -1.1 | i | -0.6 | 0.6 | -4.0
CCOc1ccccc1NC(=O)/C=C/c1ccccc1[N+](=O)[O-] | -2.8 | -4.2 | 7.1 | -1.4 | -1.4 | i | -0.2 | 0.1 | 10.0
COc1ccc(/C=C/C(=O)OCC(=O)Nc2nnc(-c3ccccc3)o2)c(OC)c1 | 3.4 | 5.5 | -3.9 | -0.6 | -2.3 | i | 1.3 | 3.3 | -6.6
CCOC(=O)C(NC(=O)CC)(Nc1cc(C)on1)C(F)(F)F (stereo not given) | 0.4 | -1.9 | 2.5 | -0.4 | -2.1 | i | 1.0 | 3.7 | -5.6
CCC(=O)Nc1ccc(C(=O)N/N=C/c2ccc([N+](=O)[O-])cc2)cc1 | 4.4 | 4.1 | 3.2 | -0.5 | -4.5 | i | 3.0 | 3.6 | -3.7
CCc1cccc2c(C(=O)CN3C(=O)NC4(CCCCC4)C3=O)c[nH]c12 | 4.8 | -2.4 | -1.8 | 2.7 | -4.4 | i | 0.2 | -1.8 | -0.4
CCOC(=O)C1(C)CCCN(C(=O)c2ccc(OC)cc2OC)C1 (stereo not given) | 1.8 | 0.0 | 4.9 | 2.6 | -1.5 | i | 0.8 | 4.8 | -4.0
C=CCNC(=O)/C=C/c1c(F)cccc1Cl | -3.7 | -4.7 | -14.4 | 1.0 | -8.8 | i | -0.3 | -5.9 | -13.7
OC(c1cc(F)cc(Cl)c1)c1ncc(-c2ccc(Cl)cc2)[nH]1 (stereo not given) | 3.7 | -1.8 | 7.6 | 4.1 | 3.1 | i | 0.8 | 0.1 | 15.3
Cc1cc(N2CCOCC2)n2nc(C)c(-c3ccccc3)c2n1 | 3.6 | -3.6 | 6.6 | -1.1 | -9.9 | i | 0.3 | -19.4 | -4.6
COC(=O)CN(c1ccccc1)S(=O)(=O)c1cc(Br)ccc1OC | -7.5 | 0.5 | 3.4 | 1.5 | -2.6 | i | -1.6 | 1.0 | 9.1
COc1ccc(N(CC(=O)NC2CCCCC2)C(=O)CCC(=O)Nc2nc(C)cs2)cc1 | -5.0 | 0.0 | 9.6 | -0.1 | 0.4 | i | -0.3 | -7.9 | 0.7
COc1ccc(C(=O)C2CCCN(S(=O)(=O)c3ccc(C(C)=O)cc3)C2)c(C)c1 (stereo not given) | -2.6 | 0.1 | 18.5 | 3.2 | 1.2 | i | 0.5 | 2.2 | 28.1
O=C(Cn1nc(-c2ccccc2Cl)ccc1=O)Nc1ccccc1-c1ccccc1 | 7.5 | 0.6 | 13.7 | 1.0 | -9.2 | i | -1.1 | 7.4 | 21.9
COc1cccc(CN2CC(C(=O)NCCn3cccn3)CCC2=O)c1 (stereo not given) | -6.9 | -1.5 | 6.3 | 0.8 | -2.2 | i | -1.0 | 8.9 | -3.2
O=C(COC(=O)c1ccccc1C(=O)c1ccc(Cl)c([N+](=O)[O-])c1)NC1CCCCCC1 | -16.6 | 0.3 | -22.5 | -1.9 | -3.0 | i | 0.1 | -0.2 | 28.0
COCC(C)NC(C(=O)Nc1cccc(C(C)=O)c1)c1ccccc1 (stereo not given) | -1.1 | -0.1 | -4.9 | -0.5 | -4.5 | i | -1.2 | 0.7 | -3.9
COc1cc(NC(=O)c2cc(=O)[nH]c3ccc(S(=O)(=O)N4CCOCC4)cc23)cc(OC)c1 | 0.1 | -1.9 | -62.1 | -1.8 | -1.6 | i | -0.2 | -6.6 | 0.1

Screening results from PubChem BioAssay.
